Bioassay records: PubChem BioAssay, several laboratories
GSK3A inh – blockers of GSK3A enzyme activity – biochemical, luminescence, cell-free homogeneous, HTS, primary screen. Glycogen synthase kinase-3 alpha (Homo sapiens), P49840. AID 2650, 2010. GSK-3 alpha kinase, ADP-Glo luminescence, 60 min. actives 0.1% (n = 320,000). inhibition, % at 10 µM;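 in the data active = inhibition above about 50%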;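 note: GST-tagged GSK-3 alpha with peptide substrate and 25 µM ATP; 0% = DMSO neutral wells and 100% = GW8510 positive control wells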
HDAC3 inh – HDAC3 deacetylase inhibitors, primary screen, biochemical, fluorescence, cell-free homogeneous; Histone deacetylase 3 (Homo sapiens), O15379; recombinant HDAC3, fluorogenic peptide/trypsin coupled; inhibition, % at 8.3 µM; actives 0.15% (n = 320,000); AID 2718, 2010; in the data active = inhibition above about 26%, passing the limit was not always enough
Dyrk1A ADPGlo – rat Dyrk1A kinase inhibitors, primary screen, biochemical, single point, plate reader; Dual specificity tyrosine-phosphorylation-regulated kinase 1A (Rattus norvegicus), Q63470; ADP-Glo luminescence, NFATc1 peptide; inhibition, % at 12.5 µM; actives 0.43% (n = 310,000); AID 504441, 2011; in the data active = inhibition above about 50%;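 note: plate controls were vehicle with enzyme for no effect and no enzyme for full effect; many of its hits are not listed in these tables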
RGS4 pot – RGS4 potentiators or activators, primary screen, cell-based, HEK293 M3R inducible RGS4, calcium flux | carbachol calcium flux Fluo4; active compounds read low | B-score at 10 µM | actives 0.92% (n = 310,000);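 active = B-score of the integrated calcium signal more than 4 SD below the library mean, with starting fluorescence not abnormally high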;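 note: negative B-score means reduced calcium response which marks RGS4 activation or potentiation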
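test system = HEK293 cells with stable M3R and inducible RGS4 | schedule = recording 10 s baseline at 1 Hz, 100 s post-agonist | technique = Fluo4-AM (2 µM) calcium-flux fluorescence, kinetic read | measure = Agonist-evoked peak-minus-minimum fluorescence over baseline, integrated ratio, B score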
PolyA inh – polyadenylation inhibitors in yeast reporter cells, primary screen, luminescence, S. cerevisiae. S. cerevisiae SKY197-pL101 polyadenylation reporter, beta-gal luminescence; efflux-impaired pdr1/pdr3 knockout yeast; score 100 = 6 SD above DMSO. calls only at 12 µM. actives 0.02% (n = 300,000);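 active = lowest replicate activity score at least 50, where 100 means six control SD above control mean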;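 note: yeast exposed to compound for 9 h at 30 °C; higher score means more reporter readthrough which indicates perturbed polyadenylation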
KCNQ1 block – inhibitors of human KCNQ1 channel, primary screen, cell-based, thallium flux, high-throughput. Potassium voltage-gated channel subfamily KQT member 1 (Homo sapiens), P51787. CHO-K1 KCNQ1, FluxOR thallium flux fluorescence; active compounds read high. AID 2642, 2010. actives 1.3% (n = 310,000). B-score at 10 µM;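 active = compounds whose thallium flux B-score, printed positive for inhibition, exceeds three library SD while starting fluorescence stays within three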;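 note: channel opened by potassium depolarization with thallium stimulus after 20 min compound exposure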
KCNQ1 pot – potentiators or activators of KCNQ1 channel, primary screen, cell-based, thallium flux, high-throughput. Potassium voltage-gated channel subfamily KQT member 1 (Homo sapiens), P51787. CHO-K1 KCNQ1, thallium flux FluxOR fluorescence; active compounds read high. B-score at 10 µM. actives 0.35% (n = 310,000). AID 2648, 2010;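 active = fluorescence ratio B-score, a plate-corrected score, at least three library SD, with initial intensity B-score within 5 SD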
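Test system: CHO-K1 cells stably expressing KCNQ1 / Medium: assay buffer / Also added: depolarizing K+/Tl+ stimulus, K2SO4 and Tl2SO4 each 12.5 mM in 5x stock / Incubation: 90 min dye loading and 20 min compound exposure, both at room temperature / Signal: thallium influx via FluxOR fluorescence, kinetic imaging / Evaluation: B score of baseline-normalized fluorescence ratio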
hERG rescue – hERG rescue from dofetilide block, primary screen, cell-based, CHO-hERG, FluxOR thallium flux, dofetilide IC70; AID 1511, 2009; Voltage-gated inwardly rectifying potassium channel KCNH2 (Homo sapiens), Q12809; dofetilide IC70 present; activation (rescue from dofetilide block), less the hit threshold, % at 10 µM; actives 0.51% (n = 310,000);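 active = activation above the mean of controls blocked by dofetilide plus 5 SD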;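 note: thallium influx through hERG after potassium depolarization seen as dye fluorescence rise; in these data hits start at about 4.7%; inactives centre near -7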
Target sequence (Q12809 whole entry, looked up): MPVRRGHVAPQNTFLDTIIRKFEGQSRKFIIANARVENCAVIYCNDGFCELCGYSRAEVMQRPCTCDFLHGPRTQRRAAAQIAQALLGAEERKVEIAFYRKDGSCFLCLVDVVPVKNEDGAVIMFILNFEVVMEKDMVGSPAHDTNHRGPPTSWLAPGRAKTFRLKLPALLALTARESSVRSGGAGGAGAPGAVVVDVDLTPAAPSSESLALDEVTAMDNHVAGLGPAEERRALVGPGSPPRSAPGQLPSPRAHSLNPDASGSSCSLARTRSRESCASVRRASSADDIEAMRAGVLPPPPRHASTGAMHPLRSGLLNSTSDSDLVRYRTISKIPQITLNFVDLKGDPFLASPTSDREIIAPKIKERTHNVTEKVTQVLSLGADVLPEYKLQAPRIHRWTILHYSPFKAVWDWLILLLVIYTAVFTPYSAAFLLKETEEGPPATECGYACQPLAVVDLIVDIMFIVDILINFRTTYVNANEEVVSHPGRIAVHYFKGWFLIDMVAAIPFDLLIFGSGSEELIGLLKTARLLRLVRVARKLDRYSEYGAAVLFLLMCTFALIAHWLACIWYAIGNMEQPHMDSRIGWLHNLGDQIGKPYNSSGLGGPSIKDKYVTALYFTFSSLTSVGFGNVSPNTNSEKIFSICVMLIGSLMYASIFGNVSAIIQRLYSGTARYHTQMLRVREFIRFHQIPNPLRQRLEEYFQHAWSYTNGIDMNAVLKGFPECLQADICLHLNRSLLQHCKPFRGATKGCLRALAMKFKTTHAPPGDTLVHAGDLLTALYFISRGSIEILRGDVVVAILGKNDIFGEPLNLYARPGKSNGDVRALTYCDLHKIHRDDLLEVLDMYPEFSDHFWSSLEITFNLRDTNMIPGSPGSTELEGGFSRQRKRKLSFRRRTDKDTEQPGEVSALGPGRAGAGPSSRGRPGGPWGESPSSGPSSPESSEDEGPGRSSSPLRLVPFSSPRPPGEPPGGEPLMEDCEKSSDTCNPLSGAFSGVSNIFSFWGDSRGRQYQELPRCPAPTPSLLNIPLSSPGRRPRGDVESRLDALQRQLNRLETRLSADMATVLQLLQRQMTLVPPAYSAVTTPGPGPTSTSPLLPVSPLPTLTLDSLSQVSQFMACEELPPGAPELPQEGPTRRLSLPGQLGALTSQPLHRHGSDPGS
GSK3beta inhib – human GSK3beta kinase inhibitors, primary screen, biochemical, cell-free homogeneous, HTS. Glycogen synthase kinase-3 beta (Homo sapiens), P49841. GST-GSK3beta kinase, ADP-Glo luminescence, 60 min; active compounds read low. activity score (negative = inhibition), % at 10 µM. actives 0.038% (n = 300,000);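 active = more than half of replicate wells score below -50%, meaning over 50% inhibition versus plate controls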;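 note: 0% = median DMSO wells and -100% = median GW8510 positive control wells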
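Test system: GST-fused GSK3beta enzyme, cell-free | Quantity: 1.6 ng GST-GSK3beta enzyme per well | Reagent: 25 µM ATP with peptide substrate | Schedule: 60 min enzyme reaction, room temperature | Signal: Luminescent ADP-Glo measurement of ADP formed | Read-out basis: Score relative to plate controls | Control set: DMSO and 20 µM GW8510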
KCNK9 inh – KCNK9 potassium channel inhibitors, primary screen, HEK293 cells, thallium flux; AID 488922, 2010; B-score at 10 µM; actives 1.2% (n = 310,000); FluxOR thallium flux fluorescence; active compounds read low; Potassium channel subfamily K member 9 (Homo sapiens), Q9NPC2;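 active = ratio B-score over 3 SD below the library mean, with starting fluorescence within 5 SD of its mean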;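 note: negative B-score means less thallium flux so channel inhibition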
KCNK3 block – human KCNK3 channel inhibitors, primary screen, CHO cells, FluxOR thallium flux, B-score; Potassium channel subfamily K member 3 (Homo sapiens), O14649; B-score at 10 µM; actives 0.84% (n = 340,000); FluxOR fluorescence; active compounds read low;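 active = B-score under library mean minus 4 SD, starting fluorescence ratio at most library mean plus 5 SD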;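 note: more negative B-score means stronger inhibition of thallium flux through KCNK3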
The depositor's hits bear a star; i = inactive; . = not tested or not shown.

SMILES | GSK3A inh | HDAC3 inh | Dyrk1A ADPGlo | RGS4 pot | PolyA inh | KCNQ1 block | KCNQ1 pot | hERG rescue | GSK3beta inhib | KCNK9 inh | KCNK3 block
CN1/C(=C/C=C(/C#N)C(N)=O)C(C)(C)c2ccccc21 | 63* | 17 | 11 | i | i | i | i | -6 | -35 | i | i
CN(CC(=O)Nc1cccc(F)c1)C(=O)CSc1ccccc1 | . | . | -2 | i | i | i | i | -2 | 2 | i | i
COc1ccc(CCNc2ccc(C)cc2)cc1 | 3 | -1 | -4 | i | i | i | i | -1 | 1 | i | i
Cc1cc2c(=O)[nH]c(Cc3ccccc3)nc2s1 | -4 | 2 | 0 | i | i | i | i | -1 | 0 | i | i
COc1cccc(-c2nc(CS(=O)(=O)CC(=O)N3CCOCC3)c(C)o2)c1 | 0 | -3 | 1 | i | i | i | i | -8 | -1 | i | i
O=[N+]([O-])c1cc([N+](=O)[O-])c2c(=Nc3ccccc3)n(-c3ccccc3)n(O)c2c1 | 1 | 10 | -1 | i | i | 6* | i | -29 | 1 | i | -9.9*
COc1ccc(NC(=O)CN2C(=O)/C(=C3\SC(=S)N(CCC(=O)O)C3=O)c3ccccc32)cc1 | 5 | -6 | 2 | i | i | i | i | -12 | 2 | i | i
COc1ccc(NC(=O)CN(C)C(=O)C(CCSC)NC(=O)c2ccccc2)cc1 (configuration not stated) | 0 | -4 | -7 | i | i | i | i | -3 | 1 | i | i
Cc1cccc(NC(=O)[C@@H]2CCCN2C(=O)OC(C)(C)C)c1 | -3 | -2 | 0 | i | i | i | i | -5 | -1 | i | i
CCSc1ccc2nnc(-c3cccs3)n2n1 | 44 | 0 | . | i | i | i | i | -25 | -53* | i | i
O=[N+]([O-])c1ccc(-n2nnnc2CN2CCOCC2)cc1 | -1 | 1 | 3 | i | i | i | i | -7 | -2 | i | i
Cc1nc2oc3ccccc3c(=O)c2cc1C(=O)O | 1 | 0 | 11 | i | i | i | i | -3 | 4 | i | i
COc1ccc(-c2nc(C#N)c(NC(C)C)o2)cc1 | -3 | -26 | 3 | i | i | i | i | 0 | 3 | i | i
O=C(Nc1ccc(F)c(Cl)c1)Nc1csc2ccccc12 | 4 | 0 | -11 | i | i | i | i | -34 | -2 | i | i
CCOc1cc(/C=N\NC(=O)Cn2nnc3ccccc32)ccc1O | 0 | -3 | -4 | i | i | i | i | -10 | -2 | i | i
COC(=O)c1oc2ccc(Cl)cc2c1NC(C)=O | -2 | 2 | -1 | i | i | i | i | -13 | 4 | i | i
COc1ccc(-c2nnc(SCC(=O)c3cccs3)o2)c(OC)c1 | 0 | -1 | 7 | i | i | i | i | -10 | 0 | i | i
Cc1ccc2c(c1C)NC(=O)CC(c1ccccc1O)=N2 | -8 | 5 | -3 | i | i | i | i | -6 | 5 | i | i
CCOc1ccccc1NC(=O)Cn1nnc(C(=O)Nc2ccccc2Cl)c1N | . | . | 1 | i | i | i | i | 0 | 1 | i | i
COc1ccc(N2CCN(CC(=O)Nc3cc(C)cc(C)c3)CC2)cc1 | -2 | 3 | -4 | i | i | i | i | -9 | 3 | i | i
COc1ccc(CN2CN(C3CCCC3)CSC2=S)cc1 | -2 | 6 | 0 | i | i | i | i | -4 | -1 | i | i
CCCCCCn1c(SCC(=O)Nc2cc(C)on2)nc2ccccc2c1=O | -2 | -4 | 3 | i | i | i | i | -11 | -2 | i | i
CCOc1cccc(-c2nnc3n2N=C(c2cc(OC)ccc2OC)CS3)c1 | 0 | 3 | 15 | i | i | i | i | -4 | 5 | i | i
O=C(Nc1ccc(N2CCOCC2)c([N+](=O)[O-])c1)c1ccco1 | -2 | 0 | 8 | i | i | i | i | -4 | -2 | i | i
Cc1cccc(NC(=O)CSc2nc3c([nH]c4ccccc43)c(=O)n2C)c1 | 8 | 5 | -3 | i | i | i | i | -15 | 1 | i | i
SMILES | GSK3A inh | HDAC3 inh | Dyrk1A ADPGlo | RGS4 pot | PolyA inh | KCNQ1 block | KCNQ1 pot | hERG rescue | GSK3beta inhib | KCNK9 inh | KCNK3 block
COc1cc([N+](=O)[O-])ccc1NC(=O)C[n+]1cccc(C(C)=O)c1 | 1 | 5 | -1 | i | i | i | i | -6 | 1 | i | i
CCOc1cc(NS(=O)(=O)c2ccc(OC)cc2)c(OCC)cc1NC(=O)c1ccco1 | -1 | 0 | 1 | i | i | i | i | -20 | -4 | i | i
COc1cccc(-n2cc(-c3ccc(F)cc3)[nH]c2=S)c1 | -1 | 14 | -3 | i | i | i | i | 1 | 3 | i | i
CCCCOc1ccc(C(=O)N/C(=C/C=C/c2ccccc2)C(=O)NC)cc1 | 1 | 15 | 3 | i | i | i | i | -13 | -1 | i | i
CCc1ccc(-c2cc(C(=O)NCCCn3ccnc3)c3ccccc3n2)s1 | 0 | -6 | . | i | i | i | i | -16 | 1 | i | .
COC(=O)C1=C(C)N(Cc2ccco2)C(=O)N[C@@H]1c1cccc(C(F)(F)F)c1 | . | 8 | 3 | i | i | i | i | -5 | 1 | i | i
O=C(O)C1CCC(NSc2ccccc2[N+](=O)[O-])CC1 (configuration not stated) | 0 | 5 | -4 | i | i | i | i | -9 | -1 | i | i
O=C(c1nc(-c2ccccc2)n(-c2ccccc2)n1)N1CCN(S(=O)(=O)c2ccccc2)CC1 | 0 | 2 | -2 | i | i | i | i | -11 | -4 | i | i
Cc1cccc(NC(=O)c2cc(-c3cc(C)ccc3O)n[nH]2)c1 | -2 | -6 | 9 | i | i | i | i | -4 | 1 | i | i
CCC1CCCCN1CCCNC(=O)Cn1ncc2c([nH]c3ccc(C)cc32)c1=O (configuration not stated) | 0 | -8 | 6 | i | i | i | i | -7 | 15 | i | i
C=CCc1cccc([C@@H]2[C@@H](C)CC[C@H]3C(=O)N4[C@@H](c5cc(OC)c(OC)c(OC)c5)c5[nH]c6ccccc6c5C[C@H]4C(=O)N23)c1 | -3 | 10 | . | i | i | i | i | -4 | 0 | i | .
CCOC(=O)C1CCCN(c2c(NCCN3CCCCC3C)c(=O)c2=O)C1 (configuration not stated) | -2 | 6 | 1 | i | i | i | i | 0 | -3 | i | i
CCn1c(=O)n(CC)c2cc(N3CCCC3)c(NC(=O)c3ccccc3)cc21 | -2 | 0 | -4 | i | i | i | i | -21 | 2 | i | i
Cc1cc(Br)ccc1SCC(=O)NCC(c1ccco1)N1CCCCC1 (configuration not stated) | -2 | 2 | -2 | i | i | i | i | -21 | 5 | i | i
CCOc1ccc(NC(=O)CCC(=O)N/N=C/c2ccc([N+](=O)[O-])s2)cc1 | -2 | 0 | 2 | i | i | i | i | 1 | 2 | i | i
Cc1cccc(C)c1NC(=O)C(c1ccc(Cl)cc1Cl)N1CCCCC1 (configuration not stated) | -1 | -3 | -13 | i | i | i | i | -3 | 2 | i | i
Cc1ccc(-c2nc3ncccn3c2Nc2ccccc2C)o1 | 8 | 2 | 3 | i | i | i | i | -10 | -3 | i | i
COc1ccc(CNC(=O)CC23CC4CC(CC(C4)C2)C3)cc1OC | -1 | -2 | -2 | i | i | i | i | -13 | 2 | i | i
CCOC(=O)Cn1nc(C)n(-c2ccc(Cl)cc2)c1=O | 0 | 4 | 1 | i | i | i | i | -3 | 3 | i | i
COc1c(OC(C)=O)c(=O)n2c3ccccc3c3ccnc1c32 | 0 | -2 | 36 | i | i | i | i | -6 | -2 | i | i
Cc1cccc2c1CC(C)(C)N/C2=C\C(N)=O | 2 | 3 | 0 | i | i | i | i | -3 | 1 | i | i
CCOC(=O)N1CCN(C(=O)c2cn(C)c3ccc(S(=O)(=O)N(C)C4CCCCC4)cc3c2=O)CC1 | -2 | 6 | -2 | i | i | i | i | -7 | -1 | i | i
Cc1ccc(-n2c(=O)c(C#N)cc3c(=O)n4ccccc4nc32)cc1C | -2 | -18 | 7 | i | i | i | i | -11 | 2 | i | i
Cc1ccc(-c2ncccc2OC(=O)C23CC4CC(CC(C4)C2)C3)cc1 | 0 | 1 | 8 | i | i | i | i | -7 | 2 | i | i
Clc1cc(Cl)cc(C2=NCCC(c3ccccc3)O2)c1 (configuration not stated) | -1 | 17 | . | i | i | i | i | -6 | -1 | i | .
SMILES | GSK3A inh | HDAC3 inh | Dyrk1A ADPGlo | RGS4 pot | PolyA inh | KCNQ1 block | KCNQ1 pot | hERG rescue | GSK3beta inhib | KCNK9 inh | KCNK3 block
CC(=O)c1cccc(Oc2cc(NN3CCCCC3)c([N+](=O)[O-])cc2[N+](=O)[O-])c1 | -1 | 15 | 7 | -7.3* | i | i | i | -2 | 1 | i | i
O=C(O)c1ccc(NS(=O)(=O)c2cc(Cl)ccc2Cl)cc1 | -9 | -3 | 2 | i | i | i | i | -3 | 4 | i | i
Cc1ccc(NC(=O)COC(=O)CNC(=O)c2ccc3ccccc3c2)c([N+](=O)[O-])c1 | 2 | 5 | 4 | i | i | i | i | -4 | -2 | i | i
COCCNC(=O)C(NC(=O)C1CCCCC1)C(C)C (configuration not stated) | 5 | 5 | -5 | i | i | i | i | -8 | -2 | i | i
CSc1ccccc1NC(=O)CN(C)C(=O)c1ccc2c(c1)OCCO2 | 11 | 3 | . | i | i | i | i | -7 | -2 | i | i
Cc1nn(C)c(C)c1S(=O)(=O)NC1CCCC1 | -2 | -8 | -3 | i | i | i | i | -5 | -1 | i | i
O=C(CCC(=O)Nc1ccccc1)NNC(=O)c1ccccc1Cl | -1 | -7 | -2 | i | i | i | i | -22 | -2 | i | i

Only part of the results is shown, so the mix of outcomes need not match the whole.
